# Screening data from PubChem.
# HTRA1 inhibitor: HTRA1 serine protease inhibitors, primary screen, biochemical, fluorescence polarization, HTS. recombinant HTRA1, FP-rhodamine activity-based probe. inhibition, % at 5.96 µM. hit rate 0.5% among 340,000. AID 504803, 2011; in the data active = inhibition above about 36%;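 also: 0% = enzyme with DMSO and 100% = wells lacking enzyme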
# UHRF1 MBD2 ctr: UHRF1 methylated DNA binding inhibitors, primary screen, counter-screen for MBD2 inhibitor project, biochemical, TR-FRET, human UHRF1, single concentration; UHRF1 binding to methylated oligo; inhibition, % at 4.4 µM; hit rate 0.75% among 370,000; AID 687016, 2013; E3 ubiquitin-protein ligase UHRF1 (Homo sapiens), Q96T88; in the data active = inhibition above about 21%;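 also: UHRF1 SRA domain binding a hemimethylated CpG hairpin DNA probe; 0% = median of test compound wells and 100% = reference inhibitor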
# TDP2 inh: human TDP2 enzyme inhibitors, primary screen, biochemical, epi absorbance, recombinant enzyme | T5PNP hydrolysis, p-nitrophenol absorbance 415 nm | inhibition, % at 12.8 µM | AID 720702, 2013 | Tyrosyl-DNA phosphodiesterase 2 (Homo sapiens), O95551 | hit rate 0.34% among 370,000;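 active = inhibition above the mean of all tested compounds plus 3 SD, set per campaign, cut at about 25% in these data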;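 also: 0% = DMSO with enzyme and 100% = buffer with substrate but no TDP2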
#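 Assay system: Recombinant human TDP2 | Quantity: 120 nM TDP2 per well | Incubation: 2 h at 37 °C | Signal: Epi absorbance | Evaluation: Percent inhibition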
# Tn7 DDE FP: inhibitors of Tn7 peptide binding to fibrin DD(E), primary screen, biochemical, fluorescence polarization, human fibrin, Tn7 probe; FP displacement of FITC-Tn7 peptide from fibrin DD(E); 0% = median of compound wells per plate; inhibition, % at 8.3 µM; hit rate 0.13% among 370,000;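 active = inhibition above the mean of compounds falling within the control limits plus 3 SD of them, cut at about 14% in these data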;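 also: 0% = plate median of compound wells and 100% = 10 µM Aha-Tn7 peptide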
#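 Test system – human fibrin DD(E) · Times – 10 min preincubation, 3 h with tracer, room temperature · Detection – fluorescence polarization of the labelled Tn7 tracer · Measure – percent inhibition normalized to high-control wells · Benchmarks – high control wells with 10 µM unlabelled Aha-Tn7 peptide (full inhibition) · Repeats – singlicate testing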
# ABHD4 inh: ABHD4 inhibitors, primary screen, biochemical, fluorescence polarization, mouse; purified mABHD4, FP-Rh probe fluorescence polarization; inhibition, % at 8.92 µM; hit rate 0.54% among 370,000;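 active = inhibition exceeding the mean over every tested compound plus 3 SD, cut at about 30% in these data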;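 also: 0% = plate median of compound wells and 100% = S159A mutant with DMSO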
#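 Test system: mABHD4 protein | Buffer or medium: HEPES pH 7.0 buffer, 150 mM NaCl, 0.01% Pluronic F-127 | Probe or stimulus: FP-Rh fluorescent activity-based probe, added after compound pre-incubation | Timing: Pre-incubation 45 min, probe exposure 60 min, at 25 °C | Technique: Fluorescence polarization, excitation 525 nm, emission 598 nm, BODIPY TMR filters | Repeats: Single well per compound (singlicate)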
# SIAE primary: human SIAE inhibitors, primary screen, biochemical, fluorescence polarization, FP-Rh probe, 1536-well HTS | Sialate O-acetylesterase (Homo sapiens), Q9HAT2 | hit rate 0.69% among 370,000 | SIAE FP-Rh probe binding | inhibition, % at 9.66 µM;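 active = inhibition above a cutoff: mean of compounds within the control limits plus 3 SD of those, cut at about 17% in these data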;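 also: 0% = plate median of compound wells and 100% = probe without SIAE protein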
# Target sequence (Q9HAT2 whole entry, looked up): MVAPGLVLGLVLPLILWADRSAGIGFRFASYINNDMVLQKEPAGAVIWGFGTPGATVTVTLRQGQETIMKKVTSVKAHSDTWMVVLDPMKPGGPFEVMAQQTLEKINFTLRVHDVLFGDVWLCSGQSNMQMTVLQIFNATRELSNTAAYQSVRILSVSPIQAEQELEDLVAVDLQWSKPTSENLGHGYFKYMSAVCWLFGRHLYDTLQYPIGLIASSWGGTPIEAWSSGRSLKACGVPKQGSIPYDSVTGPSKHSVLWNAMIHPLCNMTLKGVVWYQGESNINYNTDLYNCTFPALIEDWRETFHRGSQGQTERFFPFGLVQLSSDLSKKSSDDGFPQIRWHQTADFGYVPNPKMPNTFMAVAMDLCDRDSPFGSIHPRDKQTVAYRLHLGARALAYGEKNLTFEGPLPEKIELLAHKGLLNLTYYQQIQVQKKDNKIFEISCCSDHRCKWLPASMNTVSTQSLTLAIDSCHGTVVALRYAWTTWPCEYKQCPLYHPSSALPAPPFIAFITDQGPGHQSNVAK
# TCR CD3 inh: inhibitors of human TCR-CD3 interaction, primary screen, biochemical, fluorescence, TAMRA-labeled TCR probe; T-cell receptor (TCR); inhibition, % at 9.4 µM; hit rate 0.37% among 360,000; AID 651800, 2012; in the data active = inhibition above about 19%;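 also: recombinant mutant TCR 2C K166C tagged with TAMRA read by polarization; 0% = receptor in buffer alone and 100% = receptor with positive control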
# PRMT1 inh: PRMT1 methyltransferase inhibitors, primary screen, biochemical, fluorescence polarization | recombinant PRMT1, activity-based probe fluorescence polarization | inhibition, % at 2.79 µM | hit rate 1.3% among 370,000 | AID 652257, 2013;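 active = inhibition above about 21% made by adding two undisclosed values, limit read from the data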
# Target sequence (Q99873 whole entry, looked up): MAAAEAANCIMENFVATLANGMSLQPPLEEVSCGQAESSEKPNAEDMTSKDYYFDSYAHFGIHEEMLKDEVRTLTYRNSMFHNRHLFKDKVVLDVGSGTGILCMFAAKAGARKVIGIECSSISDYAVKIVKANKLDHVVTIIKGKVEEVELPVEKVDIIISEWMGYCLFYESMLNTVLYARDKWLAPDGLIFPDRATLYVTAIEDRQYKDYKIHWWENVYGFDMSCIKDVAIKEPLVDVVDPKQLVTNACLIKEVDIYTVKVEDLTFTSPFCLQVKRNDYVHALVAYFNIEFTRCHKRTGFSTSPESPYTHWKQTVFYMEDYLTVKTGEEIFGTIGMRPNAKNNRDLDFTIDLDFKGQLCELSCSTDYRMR
# LEDGF integ inh: blockers of LEDGF/p75-dependent integrase strand transfer – biochemical, TR-FRET, high throughput, primary screen; TR-FRET IN-LEDGF/p75 DNA integration, Eu/Cy5; hit rate 0.64% among 370,000; inhibition, % at 3.7 µM;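 active = inhibition above the screen-wide mean plus 3 SD, cut at about 13% in these data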;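 also: signal is the Cy5 over europium emission ratio at 671 and 618 nm; 0% = plate median of compound wells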
# PG9 binder: binders of HIV-1 gp120 antibody PG9, primary screen, biochemical, TR-FRET | HIV-1 gp120 / PG9 antibody interaction | TR-FRET gp120-PG9 antibody binding | inhibition, % at 6.7 µM | hit rate 0.43% among 360,000; in the data active = inhibition above about 8.5%
# Starred values were filed as active, the others as inactive; nt = not tested or not shown. Random draw from the library; overall some 4.2% were active at least once.
1	CC(C)c1ccc(S(=O)(=O)Nc2ccc3c(c2)OCO3)cc1
2	COC(=O)N[C@@H]1C[C@H]2[C@@H]3CC[C@H]4C[C@@H](OC)CC[C@]4(C)[C@H]3CC[C@]12C
3	Cc1cc(N2CCN(C(=O)c3ccco3)CC2)n2nc(C)c(-c3ccccc3)c2n1
4	COCCN(CC(=O)Nc1cccc(C)c1C)C(=O)c1cc(-c2cccs2)nn1-c1ccccc1
5	CN(C)S(=O)(=O)c1ccc(Nc2nc(C3CC3)nc3c2nnn3Cc2ccccc2Cl)cc1
6	CSc1ncc(Cl)c(C(=O)Nc2ccccc2Cl)n1
7	COc1ccc(C(=O)N2CCN(c3cccc(C)c3C)CC2)cc1S(=O)(=O)NC1CC1
8	COc1ccc(C(=O)C[n+]2ccc(N)c(C)c2C)cc1
Screen / compound no.,1,2,3,4,5,6,7,8
HTRA1 inhibitor,-9,-22,2,-25,-11,-2,-5,1
UHRF1 MBD2 ctr,2,3,0,-2,4,-6,0,1
TDP2 inh,-24,-10,-6,1,4,19,8,-2
Tn7 DDE FP,-6,6,-10,3,3,-1,-3,3
ABHD4 inh,-7,-7,-6,-3,-1,2,-3,1
SIAE primary,-11,2,-6,-2,-6,7,3,-3
TCR CD3 inh,-5,-4,2,3,-10,-3,-4,4
PRMT1 inh,-2,2,-3,-1,2,0,-1,1
LEDGF integ inh,6,0,0,3,3,1,0,-3
PG9 binder,0.1,0.8,-1.2,-0.4,0.6,-0.3,0.2,-0.9

9	COc1ccc(S(=O)(=O)c2c(O)c3ccc(C(=O)Nc4ccccc4F)cc3[nH]c2=O)cc1
10	Cc1c(C(=O)Nc2ccc(S(=O)(=O)N(C)C3CCN(C)CC3)cc2)oc2c(Cl)cccc12
11	CC1(C(=O)NS(=O)(=O)c2cccs2)CCN1C(=O)Cc1ccc(Cl)cc1Cl (centres undefined)
12	CC1=CC(C)(C)N(C(=O)CSc2nccn2C)c2cc(C)ccc21
13	COc1ccc(OC)c(/C=N/NC(=O)c2ccc(N(C)S(=O)(=O)c3ccccc3)cc2)c1
14	O=c1c2ccccc2nnn1-c1ccccc1[N+](=O)[O-]
15	CC(=O)Nc1ccc(/C=C/c2ccc3c([N+](=O)[O-])cccc3n2)cc1
16	COCCNS(=O)(=O)c1ccc2c(c1)C(=NO)c1cc(S(=O)(=O)NCCOC)ccc1-2
Screen / compound no.,9,10,11,12,13,14,15,16
HTRA1 inhibitor,-9,-20,nt,1,-28,-4,-4,-50
UHRF1 MBD2 ctr,-2,-3,3,4,2,1,-1,-6
TDP2 inh,-8,6,12,-6,0,-3,5,-13
Tn7 DDE FP,-6,2,2,-1,4,3,-3,-1
ABHD4 inh,-13,3,-3,2,-13,-3,-4,-45
SIAE primary,1,-5,-1,-3,-23,-2,5,-78
TCR CD3 inh,3,7,3,-2,3,0,11,-6
PRMT1 inh,-2,-2,-4,2,2,-1,-2,-4
LEDGF integ inh,5,0,-1,-2,2,6,2,9
PG9 binder,-3.0,1.7,0.1,-0.7,0.6,0.1,-0.8,1.1

17	COc1cccc(-c2nnc(SCC(=O)OC(C)C)n2N)c1
18	CN1CCc2c(sc3nc(SCC(=O)N4CCOCC4)n(-c4ccc(Cl)cc4)c(=O)c23)C1
19	COc1ccc(-c2ccc(CCC(=O)O)n2-c2ccc(O)cc2)cc1
20	Cc1nc(SCC(=O)N2CCc3ccccc3C2)c2c(C)c(C)sc2n1
21	CCOc1ccc(NC(=O)CSc2nnc(-c3ccccc3)n2N)cc1
22	COc1ccccc1C1OC2=C(Nc3ccc([N+](=O)[O-])cc3N2)C1=O (centres undefined)
23	Cc1c(C(=O)N2CCN(c3ccc(F)cc3)CC2)sc2ncnc(N3CCN(c4ccccn4)CC3)c12
24	CCc1ccc(N(CC(=O)NC2CCCC2)S(=O)(=O)c2c(C)noc2C)cc1
Screen / compound no.,17,18,19,20,21,22,23,24
HTRA1 inhibitor,-6,-3,14,-22,-3,2,-20,2
UHRF1 MBD2 ctr,-2,0,3,2,2,0,3,-2
TDP2 inh,2,14,-16,-7,2,-6,3,-1
Tn7 DDE FP,7,-5,-3,2,-5,-5,7,1
ABHD4 inh,5,2,-5,11,-4,1,6,0
SIAE primary,-1,9,7,-7,3,-2,0,1
TCR CD3 inh,6,5,-4,-5,-3,-1,-7,8
PRMT1 inh,-3,0,0,4,0,0,3,-5
LEDGF integ inh,-4,1,9,-3,-1,2,-4,3
PG9 binder,-0.2,-0.9,-3.0,-0.7,-1.0,1.1,-0.4,-1.1

# Compound profiles, from the list above. Order of values: HTRA1 inhibitor, UHRF1 MBD2 ctr, TDP2 inh, Tn7 DDE FP, ABHD4 inh, SIAE primary, TCR CD3 inh, PRMT1 inh, LEDGF integ inh, PG9 binder
# `CCc1ccc(N(CC(=O)NC2CCCC2)S(=O)(=O)c2c(C)noc2C)cc1` across the screens: 2, -2, -1, 1, 0, 1, 8, -5, 3, -1.1
# `COc1ccccc1C1OC2=C(Nc3ccc([N+](=O)[O-])cc3N2)C1=O` (centres undefined) across the screens: 2, 0, -6, -5, 1, -2, -1, 0, 2, 1.1

# Following part:
25	CCN(CC)CCSc1nc(O)c(Cc2ccccc2)c(=O)n1-c1ccccc1
26	CN(C)c1ccc(CNC(=O)CC[C@H]2O[C@@H](n3cnc4c(NC(=O)c5ccccc5)ncnc43)[C@H](O)[C@@H]2O)cc1
27	S=C(NC1CCCCC1)NN1CCOCC1
28	Cc1ccc(Nc2c(-c3ccc(N4CCOCC4)cc3)nc3ncccn23)cc1
29	CC1CCCCN1S(=O)(=O)c1ccc2c(c1)CCN2C(=O)C1CCC1 (centres undefined)
30	COC(=O)CNC(=O)c1cn(-c2ccc(C)c(C)c2)c(=O)c2ccccc12
31	O=C(Cc1ccc(F)cc1)NC1CCCC1
32	Cc1ccc(N(CC(=O)Nc2ccccc2-c2ccccc2)S(=O)(=O)c2ccccc2)cc1
Screen / compound no.,25,26,27,28,29,30,31,32
HTRA1 inhibitor,-3,nt,1,5,-9,1,5,-28
UHRF1 MBD2 ctr,0,-2,33*,4,0,-1,0,-1
TDP2 inh,1,10,4,4,-6,14,-4,-2
Tn7 DDE FP,-4,-4,5,5,0,-1,4,7
ABHD4 inh,10,2,-3,-10,7,1,1,-12
SIAE primary,4,6,7,12,-3,0,1,0
TCR CD3 inh,-8,-3,-4,-8,6,1,-1,3
PRMT1 inh,20,3,3,1,-1,2,1,5
LEDGF integ inh,-3,2,3,2,-2,-3,-2,0
PG9 binder,2.4,-1.5,-0.1,-5.1,-0.8,-0.7,0.5,-0.8

# Looked up above.
# entry 25 | PRMT1 inh: 20
# entry 2 | LEDGF integ inh: 0

# Next part
33	COc1ccc(NC(=S)N2CCN(S(=O)(=O)c3ccc(F)cc3)CC2)cc1
34	Fc1ccccc1CNC(=S)NC1CCCCC1
35	O=C(NC12CC3CC(CC(C3)C1)C2)c1ccco1
36	COc1ccc(NC(=O)C2CC(=O)N(C)C(=Nc3ccc4c(c3)OCO4)S2)cc1 (centres undefined)
37	O=C(Nc1cnn(Cc2ccc(F)cc2)c1)c1cc2nc(-c3ccco3)cc(C(F)(F)F)n2n1
38	COc1ccc(N2CC(C(=O)Nc3cc(C)ccn3)CC2=O)cc1 (centres undefined)
39	CCOC(=O)[C@]12CCCC=C1N(CCC1=CCCCC1)C(=O)[C@H](CC(=O)N1CCCC1)C2
40	O=C(CSc1nc2[nH]ncc2c(=O)n1-c1ccccc1Br)NCc1ccco1
Screen / compound no.,33,34,35,36,37,38,39,40
HTRA1 inhibitor,1,-2,0,-5,-5,-1,nt,-6
UHRF1 MBD2 ctr,-2,0,0,3,2,5,0,-1
TDP2 inh,14,-6,-2,0,-7,-17,1,18
Tn7 DDE FP,1,0,0,5,-1,4,-1,7
ABHD4 inh,-1,-3,2,-1,-2,-1,4,8
SIAE primary,3,2,-13,1,4,-8,3,1
TCR CD3 inh,4,1,1,0,-2,-7,2,2
PRMT1 inh,-1,-3,2,-2,1,4,0,0
LEDGF integ inh,2,0,-5,-3,2,-2,2,0
PG9 binder,-0.1,-1.0,-1.7,-1.2,0.5,-1.1,-1.5,-1.5

# The list goes on; the last 4 above are carried over.
37	O=C(Nc1cnn(Cc2ccc(F)cc2)c1)c1cc2nc(-c3ccco3)cc(C(F)(F)F)n2n1
38	COc1ccc(N2CC(C(=O)Nc3cc(C)ccn3)CC2=O)cc1 (centres undefined)
39	CCOC(=O)[C@]12CCCC=C1N(CCC1=CCCCC1)C(=O)[C@H](CC(=O)N1CCCC1)C2
40	O=C(CSc1nc2[nH]ncc2c(=O)n1-c1ccccc1Br)NCc1ccco1
41	O=c1c2ccccc2nnn1Cc1cccc2ccccc12
42	CCOC(=O)CC[C@@]1(C(=O)OCC)C[C@@H](CC(=O)NCCc2ccccc2OC)C(=O)N2CCCC=C21
43	CCSc1nnc(NC(=O)[C@@H](NC(=O)c2cccc(C)c2)C(C)C)s1
44	CN1CCN(C(=O)c2ccc3c(c2)S(=O)(=O)c2ccccc2C3=O)CC1
45	Cc1ccc(O)c(/C=N/NC(=O)CN2CCCC2)c1
46	O=C(CCCC(=O)N(c1ccc(F)cc1)C(C(=O)NC1CCCC1)c1ccc(O)cc1)Nc1ccccn1 (centres undefined)
47	COC(=O)c1sccc1NS(=O)(=O)c1ccc(OC)cc1
48	COC(=O)c1cccc(NC(=O)/C=C/c2ccc3c(c2)OCO3)c1
49	O=C(Nc1ccc(F)cc1)C(c1ccccc1)N1CCN(c2ccncc2)CC1 (centres undefined)
Screen / compound no.,37,38,39,40,41,42,43,44,45,46,47,48,49
HTRA1 inhibitor,-5,-1,nt,-6,-10,nt,-9,-3,8,-10,-10,-33,nt
UHRF1 MBD2 ctr,2,5,0,-1,0,1,-2,2,1,4,-2,-5,2
TDP2 inh,-7,-17,1,18,-7,0,7,-9,-1,-3,-1,5,-2
Tn7 DDE FP,-1,4,-1,7,-8,3,0,3,-3,-5,2,-7,2
ABHD4 inh,-2,-1,4,8,-11,-4,4,-3,5,-4,-6,-29,-1
SIAE primary,4,-8,3,1,-9,1,4,-4,-1,3,4,-15,4
TCR CD3 inh,-2,-7,2,2,4,nt,-4,2,-7,-3,3,4,4
PRMT1 inh,1,4,0,0,-1,4,-2,0,6,7,-3,1,-4
LEDGF integ inh,2,-2,2,0,3,0,2,0,-10,3,-4,1,0
PG9 binder,0.5,-1.1,-1.5,-1.5,-1.8,nt,0.5,-3.2,-0.4,-0.5,-0.2,-1.1,-0.1
